Pf apPOL block: Pf-apPOL inhibitors, biochemical, fluorescence | Plasmodium falciparum apicoplast DNA polymerase (apPOL) | inhibition, % at 10 µM | actives 0.25% (n = 210,000) | Recombinant Pf-apPOL, molecular beacon fluorescence, 1.5 h
mHTT-CaM PPI inh: mutant huntingtin-calmodulin interaction inhibitors – biochemical, AlphaScreen, primary screen; inhibition, % at 15 µM; P42858; actives 3.6% (n = 190,000); AlphaScreen His-mHTT/GST-CaM binding, luminescence;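 also: 0% = both proteins with DMSO and 100% = one protein alone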
Target sequence (P42858 whole entry, looked up, stated change not applied): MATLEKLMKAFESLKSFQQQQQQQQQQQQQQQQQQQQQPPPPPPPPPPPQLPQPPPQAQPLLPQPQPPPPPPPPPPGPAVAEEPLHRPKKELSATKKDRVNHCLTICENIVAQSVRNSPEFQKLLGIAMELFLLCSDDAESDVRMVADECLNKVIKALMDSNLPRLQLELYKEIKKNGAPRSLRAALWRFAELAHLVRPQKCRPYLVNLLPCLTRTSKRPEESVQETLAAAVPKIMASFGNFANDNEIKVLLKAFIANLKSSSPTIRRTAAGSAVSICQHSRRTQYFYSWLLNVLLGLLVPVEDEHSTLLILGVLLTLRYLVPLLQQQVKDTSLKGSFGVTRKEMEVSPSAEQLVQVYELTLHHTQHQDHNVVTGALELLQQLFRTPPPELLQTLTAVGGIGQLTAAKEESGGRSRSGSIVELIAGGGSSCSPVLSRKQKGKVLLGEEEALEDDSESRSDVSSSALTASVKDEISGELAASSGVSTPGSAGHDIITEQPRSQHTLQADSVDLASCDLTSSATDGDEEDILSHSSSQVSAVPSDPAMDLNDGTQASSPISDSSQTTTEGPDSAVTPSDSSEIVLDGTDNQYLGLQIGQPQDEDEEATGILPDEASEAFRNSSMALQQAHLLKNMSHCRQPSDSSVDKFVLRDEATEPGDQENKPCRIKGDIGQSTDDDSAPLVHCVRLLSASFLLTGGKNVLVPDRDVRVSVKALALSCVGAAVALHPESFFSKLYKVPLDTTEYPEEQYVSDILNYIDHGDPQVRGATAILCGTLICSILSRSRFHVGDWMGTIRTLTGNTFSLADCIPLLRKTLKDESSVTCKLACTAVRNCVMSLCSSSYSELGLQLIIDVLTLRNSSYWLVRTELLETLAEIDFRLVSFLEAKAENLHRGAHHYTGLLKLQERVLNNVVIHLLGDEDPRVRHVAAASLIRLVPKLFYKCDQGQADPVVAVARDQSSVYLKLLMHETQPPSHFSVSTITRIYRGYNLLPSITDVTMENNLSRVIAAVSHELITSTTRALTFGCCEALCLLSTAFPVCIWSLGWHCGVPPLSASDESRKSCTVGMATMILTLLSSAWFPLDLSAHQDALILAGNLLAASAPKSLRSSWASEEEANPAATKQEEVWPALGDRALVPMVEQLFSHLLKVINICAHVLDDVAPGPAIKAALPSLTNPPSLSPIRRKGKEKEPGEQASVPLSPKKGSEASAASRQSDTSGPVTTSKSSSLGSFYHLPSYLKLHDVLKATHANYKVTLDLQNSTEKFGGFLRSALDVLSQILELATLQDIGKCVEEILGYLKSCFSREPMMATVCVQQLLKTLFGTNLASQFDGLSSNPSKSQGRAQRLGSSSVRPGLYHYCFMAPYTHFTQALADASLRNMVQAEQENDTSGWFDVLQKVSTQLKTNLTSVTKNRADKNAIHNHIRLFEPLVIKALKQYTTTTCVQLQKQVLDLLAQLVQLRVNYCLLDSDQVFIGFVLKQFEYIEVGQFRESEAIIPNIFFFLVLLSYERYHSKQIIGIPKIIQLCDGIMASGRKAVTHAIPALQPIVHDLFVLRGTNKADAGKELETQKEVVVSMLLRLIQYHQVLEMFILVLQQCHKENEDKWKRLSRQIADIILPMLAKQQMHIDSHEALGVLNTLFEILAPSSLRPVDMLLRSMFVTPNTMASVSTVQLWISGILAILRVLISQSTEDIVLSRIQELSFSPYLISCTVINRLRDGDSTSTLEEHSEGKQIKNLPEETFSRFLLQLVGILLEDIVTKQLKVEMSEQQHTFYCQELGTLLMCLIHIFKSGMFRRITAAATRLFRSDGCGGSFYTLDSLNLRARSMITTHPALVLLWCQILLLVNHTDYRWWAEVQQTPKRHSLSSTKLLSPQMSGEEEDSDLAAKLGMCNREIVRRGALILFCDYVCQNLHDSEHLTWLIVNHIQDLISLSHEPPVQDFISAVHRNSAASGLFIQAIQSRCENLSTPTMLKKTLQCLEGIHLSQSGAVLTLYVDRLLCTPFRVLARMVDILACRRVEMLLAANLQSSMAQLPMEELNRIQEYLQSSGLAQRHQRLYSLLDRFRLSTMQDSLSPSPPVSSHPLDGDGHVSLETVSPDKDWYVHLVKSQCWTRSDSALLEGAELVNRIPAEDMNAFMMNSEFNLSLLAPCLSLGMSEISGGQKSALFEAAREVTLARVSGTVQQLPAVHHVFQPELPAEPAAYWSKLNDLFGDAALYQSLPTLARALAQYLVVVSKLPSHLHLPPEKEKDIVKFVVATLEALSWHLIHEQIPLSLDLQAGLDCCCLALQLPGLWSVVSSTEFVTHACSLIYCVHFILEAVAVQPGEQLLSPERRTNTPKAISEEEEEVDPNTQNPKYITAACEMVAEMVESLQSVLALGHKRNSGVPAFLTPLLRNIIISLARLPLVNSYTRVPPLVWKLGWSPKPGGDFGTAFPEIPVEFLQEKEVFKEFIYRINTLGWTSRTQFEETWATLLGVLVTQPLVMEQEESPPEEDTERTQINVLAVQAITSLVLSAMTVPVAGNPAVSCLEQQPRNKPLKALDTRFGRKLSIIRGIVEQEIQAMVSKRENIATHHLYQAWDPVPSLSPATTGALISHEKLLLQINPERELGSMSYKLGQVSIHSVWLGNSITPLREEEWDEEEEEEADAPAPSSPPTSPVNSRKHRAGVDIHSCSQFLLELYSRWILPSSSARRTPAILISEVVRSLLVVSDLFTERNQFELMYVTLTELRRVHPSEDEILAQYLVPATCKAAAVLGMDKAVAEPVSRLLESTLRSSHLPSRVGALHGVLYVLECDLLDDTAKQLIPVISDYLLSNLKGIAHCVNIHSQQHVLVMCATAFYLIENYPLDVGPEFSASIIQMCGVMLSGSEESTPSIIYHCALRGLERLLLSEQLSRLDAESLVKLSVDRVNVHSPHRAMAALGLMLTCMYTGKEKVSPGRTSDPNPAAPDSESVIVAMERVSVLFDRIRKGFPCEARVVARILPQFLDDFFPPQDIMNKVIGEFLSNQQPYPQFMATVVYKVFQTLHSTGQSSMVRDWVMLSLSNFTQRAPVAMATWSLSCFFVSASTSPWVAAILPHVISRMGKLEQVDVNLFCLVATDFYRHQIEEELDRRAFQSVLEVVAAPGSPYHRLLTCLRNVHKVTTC
* hit, by the source's call; . = no result given; & = joins results of further samples. Rule as the data show it: active = inhibition above about 50%; inactive = the rest. Hits appear at their usual frequency; 3.6% or so of the library scored in one or more.

canonical_smiles	Pf apPOL block	mHTT-CaM PPI inh
CC(C)(C)C(=O)NCCOc1ccc(C23CC4CC(CC(C4)C2)C3)cc1	-5	-2
CCN(CC)Cc1c(O)ccc(C(=O)Cc2ccccc2OC)c1O	-7	17
O=C(CN(c1ccccc1F)S(=O)(=O)c1ccccc1)Nc1ccc(F)cc1F	2	-3
O=C(CS(=O)(=O)c1cccc2nsnc12)Nc1ccc(F)cc1Cl	-3	0
O=C(CSc1nnc2c(n1)[nH]c1ccccc12)Nc1nnc(-c2ccccc2)s1	-10	3
CC(=O)c1c(C)nc(-c2ccccc2)nc1N	-3	-5
COc1ccccc1N1CCN(C(=O)c2nn(-c3ccc(F)cc3)c(=O)cc2OC)CC1	-7	-6
Nc1c(C(=O)Nc2ccc(Br)cc2)sc2nc(-c3ccc4c(c3)OCO4)ccc12	4	-3
COc1ccc(CNC(=O)C(=O)Nc2ccc([N+](=O)[O-])cc2)cc1	7	-5
CCc1ccc(C(=O)N2CCC3(C2)C(=O)Nc2ccccc23)cc1 (stereo not drawn)	-5	42
Cc1cc(NC(=O)c2ccccc2[N+](=O)[O-])ccc1NC(=O)c1cc2ccccc2o1	8	41
Cc1ccc(NC(=O)c2cn(-c3ccc(F)cc3F)c(=O)c3ccccc23)cc1F	0	4
CC(=O)Nc1ccccc1NC(=O)COc1ccccc1	5	-7
COc1ccccc1NC(=O)N1CCC(CCOc2ccccc2)CC1	-3	-26
CCOc1ccccc1OCCn1nnc2ccccc21	-16	-5

Remaining list, next part:
canonical_smiles	Pf apPOL block	mHTT-CaM PPI inh
Clc1ccc(OCCOCCN2CCOCC2)c(Br)c1	-38	-3
CCc1ccc(C=C2SC(=S)N(C(CCC(=O)O)C(=O)O)C2=O)cc1 (stereo not drawn)	-32	11
COc1cccc(C=C2Oc3c(ccc4c3CN(Cc3cccnc3)CO4)C2=O)c1OC	-4	11
CCOC(=O)C1=C(C)c2ccccc2N(C(=O)OC)C1(C)C(=O)OCC (stereo not drawn)	78*	41
Ic1ccc2oc3ccc(I)cc3c2c1	-8	.
Cc1ccc(NC(=O)CSc2nnc3c4ccccc4n(C)c3n2)cc1	-8	0
Cc1ccc(C2CC(C(F)(F)F)n3nc(C(=O)N(C)C4CCCCC4)cc3N2)cc1 (stereo not drawn)	-6	49
O=C(NCCN1CCN(c2ccccc2)CC1)c1ccc2ccccc2c1	-14	-11
CC1(C)CC2(CC(C)(C)N1)OC(=O)N(CCN1C(=O)OC3(CC(C)(C)NC(C)(C)C3)C1(C)O)C2(C)O (stereo not drawn)	.	-4
CCCc1ccc(C(C)NC(=O)c2cc(C)on2)cc1 (stereo not drawn)	0	-15
CN1C(=C(O)c2ccccc2)C(=O)c2ccccc2S1(=O)=O	-4	-3
COC(=O)c1ccc2c(c1)CC(CNC(=O)c1ccc(C#N)cc1)O2 (stereo not drawn)	-3	-1
CN1C(=O)C2ON(c3ccc(Cl)cc3)C(c3cccs3)C2C1=O (stereo not drawn)	-5	1
CCOc1ccc(CN2C(=O)c3ccccc3C2C(=O)NCCc2ccccc2)cc1OC (stereo not drawn)	-2	13
O=[N+]([O-])c1ccc(N2CCN(Cc3cccnc3)CC2)cc1	-7	5

(cont.)
canonical_smiles	Pf apPOL block	mHTT-CaM PPI inh
Cc1cc2n(n1)CCC(=O)N2CCCC(=O)NCCCN1CCCCC1C (stereo not drawn)	-2	-5
CC(=O)c1ccc(S(=O)(=O)N2CCC(c3noc(-c4ccccc4)n3)CC2)cc1	2	5
O=C(Nc1c(C(=O)O)oc2ccccc12)c1ccccc1	-1	-1
Cc1nnsc1C(=O)NNC(=O)Nc1cc(C(F)(F)F)cc(C(F)(F)F)c1	-15	.
C=CCNC(=O)C(=O)Nc1ccc(Br)cc1	-6	-6
CCOC(=O)c1c(NC(=O)C2CCC2)sc2c1CCCC2	-4	-22
COc1ccc(C)cc1NC(=O)C1CCN(c2ccncc2)CC1	-4	-4
CCN1CCN(C(=O)C2CCc3nc(N4CCN(C(=O)C(C)C)CC4)sc3C2)CC1 (stereo not drawn)	-7	5
CCN1CCC(O)(C#Cc2ccccc2)CC1	-6	.
Cc1nc(SCc2ccccc2)n[nH]1	-5	0
COc1cccc(Nc2ncc3c(n2)CCN(Cc2ccc(F)c(F)c2)C3)c1	-16	34
CCOc1cc(/C=C2/SC(=N)NC2=O)cc([N+](=O)[O-])c1O	4	47
Cc1ccc(SCC(=O)Nc2nccs2)cc1	-1	1
C=CCOc1ccc(C=Nc2ccc(C(C)C)cc2)c(O)c1	4	2
CC(=CC(=O)O)C(=O)NCCc1ccccc1	-6	2

The last five compounds of the part above come first, to join the parts.
canonical_smiles	Pf apPOL block	mHTT-CaM PPI inh
COc1cccc(Nc2ncc3c(n2)CCN(Cc2ccc(F)c(F)c2)C3)c1	-16	34
CCOc1cc(/C=C2/SC(=N)NC2=O)cc([N+](=O)[O-])c1O	4	47
Cc1ccc(SCC(=O)Nc2nccs2)cc1	-1	1
C=CCOc1ccc(C=Nc2ccc(C(C)C)cc2)c(O)c1	4	2
CC(=CC(=O)O)C(=O)NCCc1ccccc1	-6	2
Cc1nn2c(CNC(=O)Cc3ccccc3C)c(C)nc2s1	-1	2
CCOc1ccc(CC(=O)N2CC3CC(NC(=O)c4cccnc4)C2C3)cc1 (stereo not drawn)	-4	3
COc1ccc(C(=O)NC2CCN(c3ccc(F)cc3)C2=O)cc1F (stereo not drawn)	-2	5
O=C(Nc1ccc2c(c1)OCO2)c1ccc([N+](=O)[O-])cc1Cl	2	16
CCOc1ccccc1N1CC(C(=O)O)CC1=O (stereo not drawn)	-5	-6
CC1CCN(CCCNS(=O)(=O)c2ccc3nc(-c4ccccc4)[nH]c3c2)CC1	-10	-2
ON=C(CNC(c1ccccc1)(c1ccccc1)c1ccccc1)c1ccccc1	-2	.
CN(CCO)c1ccc(C#N)cn1	-8	.
O=C1c2cccc([N+](=O)[O-])c2C(=O)N1CNc1ccccc1Cl	-1	9
CC1=C(C#N)c2nc(N)c(C#N)c(C)c2/C1=C/c1ccc(C)o1	8	4
CCOC(=O)c1cccc(NC(=O)c2csc3c2CCCCC3)c1	-5	-13
O=C(NCc1cccc(Cl)c1)c1ccc(-c2cccnc2)nc1	-6	0
CC(=O)N(C)CCc1noc(-c2cc3ccccc3[nH]2)n1	-4	-5
CCN1CCN(C(=O)c2c(C)nn(-c3ccccc3Cl)c2C)CC1	-4	3
Cc1c(Cl)cccc1S(=O)(=O)N1CCC(c2noc(-c3ccc(F)cc3)n2)CC1	-3	-3

Going on with the list.
Value order – Pf apPOL block, mHTT-CaM PPI inh
- CC(NC(=O)c1ccc2ncnc(N3CCCCC3)c2c1)c1cccnc1 (stereo not drawn)
    1, 0
- O=C(NCCCN1CCOCC1)c1cc2nc(-c3ccc(Cl)cc3)cc(C(F)(F)F)n2n1
    -2, 0
- Cc1c(Cc2ccc(Cl)cc2)c(=O)n2c([nH]c3ccccc32)c1C#N
    -6, -3
- O=C(Nc1nnc(SCC(=O)N2CCCC2)s1)c1ccc([N+](=O)[O-])cc1
    -6, -3
- COc1cccc(-n2nc(C(=O)Nc3cc(C)c(Cl)cc3OC)c3ccccc3c2=O)c1
    -2, -2
- O=[N+]([O-])c1cnc(Sc2nccc(-c3cccnc3)n2)s1
    -1, .
- CCc1cccc(NC(=O)COc2cc(C)nc(N3CCC(C)CC3)n2)c1
    -4, -15
- Cn1c(=N)n(CC(O)c2ccccc2)c2ccccc21 (stereo not drawn)
    4, 1
- O=S(=O)(CCOc1ccccc1)c1nc2ccccc2[nH]1
    0, -8&-7
- COc1cc(O)c(C(CC(=O)N2CCCC2)c2cc(OC)c(OC)c(OC)c2)c(OC)c1 (stereo not drawn)
    0, 6
- Cc1cc(C)c(-n2nnnc2SCCn2c([N+](=O)[O-])cnc2C)c(C)c1
    -9, -2
- Cc1ccc(-c2nc(-c3ccc4nncn4c3)no2)c(C)c1
    6, 5
- O=C(Nc1nnc(SCC(=O)N2CCCCC2)s1)c1ccc(Cl)c(Cl)c1
    -4, 6
- COCCn1c(CC2CCN(C(=O)c3ccc(Cl)s3)C2)nc2cccnc21 (stereo not drawn)
    -8, -3
- O=C1CC(c2cccs2)CC2=C1C(c1cc(=O)c3cc(Cl)ccc3o1)Nc1ccccc1N2 (stereo not drawn)
    -5, 23
- CCCCC(=O)N1CCC(N2CCC(C(=O)N3CCOCC3)CC2)CC1
    -3, -3
- O=C(C1CCCN(Cc2cccc(Br)c2)C1)N1CCCCC1 (stereo not drawn)
    0, 1
- CC(C)(Oc1ccc(Cl)cc1)C(=O)N1CCC(Cn2ccnc2)CC1
    -5, 0
- O=C(Nc1ccccc1C(=O)NCCN1CCOCC1)c1ccc(Cl)cc1Cl
    -3, -1
- COc1cc(OC)c(CN2CCN(c3ncccn3)CC2)cc1Br
    -4, 4

At a glance, part of the list above.
Value order – Pf apPOL block, mHTT-CaM PPI inh
- O=C(Nc1ccccc1C(=O)NCCN1CCOCC1)c1ccc(Cl)cc1Cl
    -3, -1
- COc1cc(OC)c(CN2CCN(c3ncccn3)CC2)cc1Br
    -4, 4

Next part
Value order – Pf apPOL block, mHTT-CaM PPI inh
- O=C(Nc1nnc(-c2ccccn2)o1)c1cc(Cl)ccc1Cl
    3, 7
- CCc1ccc(C2CC(c3cccc(F)c3)n3nnnc3N2)cc1 (stereo not drawn)
    -2, -1
- CCSc1nnc2c(n1)OC=Nc1ccccc1-2
    3, 4
- CC1=C(C(=O)Nc2ccc(C)cc2C)C(c2ccc(F)cc2)n2nnnc2N1 (stereo not drawn)
    2, 19
- CCOC(=O)C1CCN(Cc2cc(=O)oc3cc(O)c(Cl)cc23)CC1
    -4, -8
- COc1ccc(OC)c(Nc2nc(-c3cccc([N+](=O)[O-])c3)cs2)c1
    3, 4
- CCC(=O)N1CCc2cc(C(=O)NC3CC3)ccc21
    -2, 3
- COc1ccc(S(=O)(=O)N2CCC(c3noc(-c4ccc(F)cc4)n3)CC2)cc1OC
    -2, 0
- CC(=O)N1CCC(n2c(C)nc(C(=O)Nc3ccccc3)c2C)CC1
    1, 0
- O=S(=O)(NC1CC2CCC1C2)c1ccc(F)cc1 (stereo not drawn)
    -10, 1
- Cc1ccc(NC(=O)C(=O)NCC(O)c2cccc3ccccc23)cc1F (stereo not drawn)
    -9, -16
- CCOc1ccccc1NC(=O)C1C(C(=O)O)C2C=CC1C21CC1 (stereo not drawn)
    -4&-2, 1&2
- COc1ccc(C2CC(c3cccc([N+](=O)[O-])c3)=NN2C(C)=O)cc1 (stereo not drawn)
    -6, 19
- Cc1noc(C)c1C1CCCN1Cc1cccc(Cl)c1 (stereo not drawn)
    -13, -47
- COc1cc(/C=C/C(=O)Nc2c3c(nn2C(C)(C)C)CSC3)cc(OC)c1OC
    -3, 27
- COc1ccc(C2(CNC(=O)C3CC=CCC3)CCCC2)cc1 (stereo not drawn)
    0, -9
- CCCOc1ccc(C(=O)N2CCOCC2)cc1OC
    -2, 2
- O=C(NCc1ccco1)c1c(NC(=O)C2COc3ccccc3O2)sc2c1CCCC2 (stereo not drawn)
    1, -1
- Cc1cccc(NC(=O)CCCC(=O)O)c1C
    18, -6
- CN(C)c1ccc(N2CC(C(=O)O)CC2=O)cc1 (stereo not drawn)
    1, 1

Continuation.
Value order – Pf apPOL block, mHTT-CaM PPI inh
- Cc1noc(C)c1CCNC(=O)c1ccc2c(c1)N(C)C(=O)C1CCCCN21 (stereo not drawn)
    3, 15
- CCc1onc(C)c1C1CCCN1C(=O)NC(C)C (stereo not drawn)
    -5, 4
- CCOC(=O)c1c(NC=C2C(=O)OC(C)(C)OC2=O)sc2c1CCC(C)C2 (stereo not drawn)
    -2, -10
- Cn1nc(C(=O)NCc2ccccc2)c2c1CCN(C(=O)COc1ccc(Cl)cc1)C2
    -7, 87*
- CC1(C)CC(=O)C2=C(C1)c1c(ccc3ncccc13)NC2c1cccnc1 (stereo not drawn)
    -3, -4
- CC1CCN(CC(O)COC2CC3CCC2(C)C3(C)C)CC1 (stereo not drawn)
    1, -1
- O=c1c2ccccc2n(Cc2nc(-c3cccs3)no2)c(=O)n1Cc1ccco1
    20, 2
- CC(=O)N1CCc2cc(N3CC(C(=O)NCc4ccccn4)CC3=O)ccc21 (stereo not drawn)
    -1, 1
- Cc1ccccc1Cn1c(=O)c(CCC(=O)NCc2ccc(F)cc2)nc2ccccc21
    -5, -8
- O=C(C[n+]1cccc(Br)c1)c1ccccc1
    9, 1
- O=C(NCCN1CCN(C(=O)c2ccsc2)CC1)NC1CCCCC1
    1, -9
- CC1=C(C(=O)Nc2ccccc2)C(c2ccc([N+](=O)[O-])cc2)n2ncnc2N1 (stereo not drawn)
    0, 5
- CCOc1ccccc1Oc1coc2cc(OC(=O)c3c(OC)cccc3OC)ccc2c1=O
    -7, 2
- COC(=O)C(C)Oc1ccc2c(c1)OC(=Cc1cccc(C)c1)C2=O (stereo not drawn)
    -2, 8
- CCCN1Cc2cc(OC)ccc2-c2ccccc2S1(=O)=O
    3, -7
- Cc1[nH]nc2c1C(c1cc3c(cc1Cl)OCO3)C(C#N)=C(N)O2 (stereo not drawn)
    -4, 1
- CC(=O)Nc1ccc2c(c1)C1C=CCC1C(c1ccc(Br)cc1)N2 (stereo not drawn)
    73*, 86*
- O=C(c1ccccc1[N+](=O)[O-])n1cnc2ccccc21
    -10, 2
- CCOCCN1CCn2c1nc(C)c(C)c2=O
    -8, -7
- CSc1ccc(C2SCC(=O)N2C2CCCCC2)cc1 (stereo not drawn)
    -1, -7
- CC1CCCCN1C(=O)NC1(C(F)(F)F)Oc2ccccc2O1 (stereo not drawn)
    -4, 0

By substructure: those above containing a CF3 group (four)
Value order – Pf apPOL block, mHTT-CaM PPI inh
- Cc1ccc(C2CC(C(F)(F)F)n3nc(C(=O)N(C)C4CCCCC4)cc3N2)cc1 (stereo not drawn)
    -6, 49
- Cc1nnsc1C(=O)NNC(=O)Nc1cc(C(F)(F)F)cc(C(F)(F)F)c1
    -15, .
- O=C(NCCCN1CCOCC1)c1cc2nc(-c3ccc(Cl)cc3)cc(C(F)(F)F)n2n1
    -2, 0
- CC1CCCCN1C(=O)NC1(C(F)(F)F)Oc2ccccc2O1 (stereo not drawn)
    -4, 0
